# High-throughput results as filed in PubChem BioAssay.
# GalR3 antagonist = GalR3 antagonists in HEK293 cells, primary screen, cell-based, fluorescence readout; Galanin receptor type 3 (Homo sapiens), O60755; HEK293 GalR3-CNG cAMP membrane potential fluorescence; galR3 body fused to GalR1 C-terminus; inhibition, % at 3 µM; 360,000 tested, 0.44% active;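 active means inhibition above the screen-wide average plus 3 SD, cut at about 13% in these data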;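 further: forskolin and galanin both at EC90 stimulate the cells; cAMP rise reported by CNG channel membrane potential dye signal; 0% = forskolin plus galanin with DMSO and 100% = forskolin alone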
# Target sequence (O60755 1-299 limits assumed): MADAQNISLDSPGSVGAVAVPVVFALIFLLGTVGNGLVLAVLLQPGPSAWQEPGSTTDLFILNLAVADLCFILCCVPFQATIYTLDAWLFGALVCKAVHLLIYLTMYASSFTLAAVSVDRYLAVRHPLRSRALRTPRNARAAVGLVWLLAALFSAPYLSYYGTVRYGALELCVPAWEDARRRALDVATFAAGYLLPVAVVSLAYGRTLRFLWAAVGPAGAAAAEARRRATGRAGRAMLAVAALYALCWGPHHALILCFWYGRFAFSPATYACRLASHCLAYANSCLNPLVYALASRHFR
# CRFBP-R2 block = antagonists of CRF-BP/CRF-R2 complex, primary screen, cell-based, HEK293, calcium dye fluorescence, uHTS; inhibition, % at 11.8 µM; AID 588475, 2011; CRF-induced calcium fluorescence; 350,000 tested, 0.59% active;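 active means inhibition of the ligand-induced calcium signal above about 50% at the single tested concentration, limit read from the data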
# MEKK2 mut-MEK5 = MEK5 binding signal on mutant MEKK2 PB1, primary screen, biochemical, multiplex bead flow cytometry, Alexa488-MEK5 | Alexa488-MEK5 binding to MEKK2 mutant | percent response, % at 10 µM | 290,000 tested, 0.35% active; in the data active means percent response above about 24%, passing the limit was not always enough; further: inactives centre near 1; some results filed as inactive read as strong as hits; reference of the scale not given here
# CRFR2-BP ag = agonists of CRF-BP/CRF-R2 complex, primary screen, cell-based, HEK293, calcium dye fluorescence, uHTS | CRF-binding protein / CRF receptor 2 complex (human) | calcium dye fluorescence (FLIPR); percent of saturating CRF peptide response | activation, % at 13.2 µM | 350,000 tested, 0.46% active | AID 588473, 2011;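 active means activation of at least 50%, plus an integration ratio under a set limit after plate pattern correction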;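 further: plate controls were neutral control wells without compound for no effect and CRF at EC100 for full effect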
# SUMO HTRF inh = inhibitors of in vitro SUMOylation cascade, primary screen, biochemical, HTRF, uHTS; SUMO-conjugating enzyme UBC9 (Homo sapiens), P63279; HTRF SUMOylation assay, SAE1/SAE2 + UBC9; inhibition, % at 35 µM; 290,000 tested, 0.36% active; AID 2006, 2009; in the data active means inhibition above about 50%, passing the limit was not always enough; further: strong numbers were not always called active
# Target sequence (P63279 whole entry, looked up): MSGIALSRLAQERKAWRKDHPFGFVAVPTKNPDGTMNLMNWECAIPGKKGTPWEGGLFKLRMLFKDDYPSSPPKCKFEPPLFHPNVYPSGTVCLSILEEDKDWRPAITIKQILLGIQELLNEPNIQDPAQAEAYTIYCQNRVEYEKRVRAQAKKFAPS
# MEKK3 PB1 HTS = modulators of MEKK3-MEK5 PB1 binding, primary screen, biochemical, wildtype MEKK3, multiplex bead flow cytometry, Alexa488-MEK5 | Mitogen-activated protein kinase kinase kinase 3 (Homo sapiens), Q99759 | bead-based flow cytometry, Alexa488-MEK5 binding to MEKK3; actives lie on both sides; 0 = blocked by unlabeled MEK5, 100 = vehicle | binding response (% of control), % at 10 µM | 290,000 tested, 1.4% active;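 active means binding response more than 3 SD above or below the average of its plate-row segment, actives on both sides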;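 further: Alexa488 bead fluorescence after subtracting the streptavidin-only scavenger bead signal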
# Target sequence (Q99759 whole entry, looked up): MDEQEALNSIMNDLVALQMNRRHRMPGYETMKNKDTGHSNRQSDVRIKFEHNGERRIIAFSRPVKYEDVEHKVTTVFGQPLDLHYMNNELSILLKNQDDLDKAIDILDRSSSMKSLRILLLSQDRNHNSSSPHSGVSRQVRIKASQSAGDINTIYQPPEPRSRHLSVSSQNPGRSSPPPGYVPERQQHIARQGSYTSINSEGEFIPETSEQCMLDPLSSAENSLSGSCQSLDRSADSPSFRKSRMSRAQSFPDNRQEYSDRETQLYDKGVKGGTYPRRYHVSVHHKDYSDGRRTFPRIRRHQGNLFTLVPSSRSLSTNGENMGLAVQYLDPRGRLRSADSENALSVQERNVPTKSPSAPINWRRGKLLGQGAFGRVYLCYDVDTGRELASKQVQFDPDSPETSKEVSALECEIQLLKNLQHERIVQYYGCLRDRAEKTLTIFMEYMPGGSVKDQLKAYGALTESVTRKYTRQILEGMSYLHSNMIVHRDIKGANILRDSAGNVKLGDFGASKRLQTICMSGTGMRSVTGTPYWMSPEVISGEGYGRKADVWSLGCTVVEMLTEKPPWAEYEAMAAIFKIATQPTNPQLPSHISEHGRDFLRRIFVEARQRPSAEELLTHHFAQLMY
# NS3 helicase inh = inhibitors of HCV NS3 helicase, primary screen, biochemical, Cy5 molecular beacon fluorescence; inhibition, % at 10.9 µM; 290,000 tested, 0.56% active; Hepatitis C virus NS3 helicase; NS3 helicase DNA unwinding; AID 1800, 2009;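 active means inhibition above the mean of all tested compounds plus 3 SD, set per campaign, cut at about 35% in these data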;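 further: 0% = DMSO wells and 100% = thioflavine S control wells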
#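 Assay system – hepatitis C virus NS3 helicase domain fragment enzyme · Buffer or medium – MOPS pH 6.5, MgCl2, DTT, Tween20, BSA · Reagent – Cy5/quencher beacon DNA duplex and ATP to start · Compound – single 10.9 µM dose · Timing – 1 h at 25 °C · Technique – Cy5 beacon fluorescence read at start and 1 h · Measure – % inhibition of unwinding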
# FID counter = compounds displacing fluorescent DNA intercalator, primary screen, artefact control for HCV NS3 helicase inhibitor project, biochemical, FID fluorescence. DNA fluorescent intercalator displacement. 290,000 tested, 0.17% active. inhibition, % at 7.9 µM; in the data active means inhibition above about 37%;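 further: 0% = vehicle and 100% = reference compound; higher means more ethidium bromide displaced from hairpin DNA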
# MEKK2wt PB1 HTS = modulators of MEK5 binding to wildtype MEKK2, primary screen, biochemical, multiplex bead flow cytometry, Alexa488-MEK5 | Mitogen-activated protein kinase kinase kinase 2 (Homo sapiens), Q9Y2U5 | Alexa488-MEK5 binding to MEKK2 WT; actives lie on both sides | binding response (% of control), % at 10 µM | 290,000 tested, 1.1% active | AID 1531, 2009; in the data active means binding response below about 67% or above about 130%
# The depositor's hits bear a star; . = no result given. An excerpt; count on the stated rates, not on these rows.
SMILES,GalR3 antagonist,CRFBP-R2 block,MEKK2 mut-MEK5,CRFR2-BP ag,SUMO HTRF inh,MEKK3 PB1 HTS,NS3 helicase inh,FID counter,MEKK2wt PB1 HTS
COc1cc(CCC(=O)OCC(=O)Nc2ccc(F)c(F)c2)cc(OC)c1OC,-10,-1,1,0.0,8,106,-11,-5,107
C[C@H](NC(=O)OC(C)(C)C)C(=O)NCC1CCC(C(=O)O)CC1 (some centres undefined),7,-14,2,0.3,-4,95,1,1,100
O=C(c1cccnc1)N1CCN(Cc2ccc3ccccc3c2)CC1,-8,10,5,-1.8,10,101,-8,-15,98
O=C(CCCNS(=O)(=O)c1ccc(Cl)c(Cl)c1)NCCc1ccccn1,1,-8,-12,-1.1,22,95,3,-6,86
Cc1ccc(-n2c(SCC(=O)N3CCCCC3)nc(O)cc2=O)cc1,5,2,-6,-1.2,-10,95,21,-42,97
CCOC(=O)c1ccc(NC(=O)CNC(=O)c2ccccc2)cc1,-5,-22,-4,0.4,18,100,1,-11,99
O=C1Nc2cccnc2N(C(=O)CCl)c2ccccc21,-10,-8,2,-0.6,4,103,-5,3,102
COc1ccc(CNc2nc3ccccc3n2CCN2CCOCC2)cc1,-2,7,2,-1.1,4,96,5,-1,96
COc1cc(Cc2ccc(N)c(OC)c2)ccc1N,3,33,-5,4.2,-5,103,0,9,97
O=c1c(C/C=C/c2ccccc2)c(O)ccn1Cc1cccc(Cl)c1,-3,3,9,1.5,15,105,-4,-11,109
COc1ccc(S(=O)(=O)/N=C2/C=CC(=O)C(C)=C2C)cc1,.,-17,-3,-1.1,-18,99,1,2,93
CCc1cc2c(=O)c(-c3nc4ccccc4n3C)coc2c(CN2CCN(C)CC2)c1O,6,3,9,0.2,18,86,5,-3,111
CN1CCN(C(N)=NC(=O)c2ccccc2)CC1,1,31,0,-1.1,17,111,-3,-1,117
Cc1nc(Cl)c(C(=O)NC(C)(C)C)c(C)c1Cl,2,0,-1,0.5,0,103,4,-1,102
O=C1CC(c2ccc(S(=O)(=O)NCCOc3ccccc3)cc2)CN1 (centres undefined),-6,-11,7,1.4,5,110,3,-12,106
O=C(NCc1ccccc1)c1cc[n+]([O-])cc1,-7,5,6,-1.5,6,100,10,0,103
Cc1ccc(NC(=O)c2cccc(S(=O)(=O)N(C)c3ccccc3)c2)cc1S(=O)(=O)N1CCOCC1,-13,14,0,1.0,-3,113,-19,-7,116
C=C(C)CNC(=S)N/N=C/c1ccccc1OCC(=O)O,10,-11,-3,-0.4,22,102,-1,-9,101
O=C(NCC1CCCO1)C1CC(c2ccc(Cl)c(Cl)c2)=NO1 (centres undefined),-3,3,7,-2.3,-2,107,4,-16,109
C[C@@H]1CN(C(=O)c2nc3ccc(Cl)cn3c2CN(C)CCc2cnn(C)c2)C[C@H](C)O1,-1,5,4,0.5,8,106,4,-22,105
COc1cc(C2NC(=S)NC3=C2CCc2ccccc23)cc(OC)c1OC (centres undefined),-1,4,0,-0.5,-8,142*,0,-15,109
C=CCn1c(-c2cccn(Cc3ccc(Cl)cc3)c2=O)n[nH]c1=S,-4,18,-11,-1.8,16,84,-3,-18,84
Cc1ccc(NC(=S)NNC(=O)c2ccco2)cc1,-3,3,9,0.5,12,102,4,-1,101
CCC(Sc1nc2ccccc2s1)C(=O)Nc1cc(C)on1 (centres undefined),-1,-11,3,-1.7,-17,108,-6,-14,101
CC(C)C(=O)N1C2CCC1CC(O)(c1ccc(F)cc1)C2 (centres undefined),-4,7,-1,-1.1,9,95,-5,-2,99

# 6 structures already listed, ordered by formula weight, highest first:
SMILES,GalR3 antagonist,CRFBP-R2 block,MEKK2 mut-MEK5,CRFR2-BP ag,SUMO HTRF inh,MEKK3 PB1 HTS,NS3 helicase inh,FID counter,MEKK2wt PB1 HTS
C[C@@H]1CN(C(=O)c2nc3ccc(Cl)cn3c2CN(C)CCc2cnn(C)c2)C[C@H](C)O1,-1,5,4,0.5,8,106,4,-22,105
O=C1CC(c2ccc(S(=O)(=O)NCCOc3ccccc3)cc2)CN1 (centres undefined),-6,-11,7,1.4,5,110,3,-12,106
O=c1c(C/C=C/c2ccccc2)c(O)ccn1Cc1cccc(Cl)c1,-3,3,9,1.5,15,105,-4,-11,109
CCC(Sc1nc2ccccc2s1)C(=O)Nc1cc(C)on1 (centres undefined),-1,-11,3,-1.7,-17,108,-6,-14,101
COc1ccc(S(=O)(=O)/N=C2/C=CC(=O)C(C)=C2C)cc1,.,-17,-3,-1.1,-18,99,1,2,93
COc1cc(Cc2ccc(N)c(OC)c2)ccc1N,3,33,-5,4.2,-5,103,0,9,97

# The results go on.
SMILES,GalR3 antagonist,CRFBP-R2 block,MEKK2 mut-MEK5,CRFR2-BP ag,SUMO HTRF inh,MEKK3 PB1 HTS,NS3 helicase inh,FID counter,MEKK2wt PB1 HTS
O=S(=O)(/N=C(/Nc1ccccn1)c1ccccc1)c1ccc(Cl)cc1,-3,-4,-1,-0.3,25,100,5,-2,102
CC(C)c1ccc(CNC(=O)C(=O)NCC2CCCO2)cc1 (centres undefined),0,-5,-15,-0.8,7,91,0,-16,82
O=C(NC1=NCCCCC1)c1cccc2ccccc12,-2,13,-3,-0.3,0,80,2,1,89
O=C(COc1ccc2c(-c3ccccc3)cc(=O)oc2c1)Nc1cccnc1,-1,2,-2,3.2,1,98,-1,-11,97
CCOC(=O)c1c(C)oc2c1c1c(c3ccccc32)OCN(Cc2cccnc2)C1,.,-10,6,11,25,105,1,-6,110
CC(=O)Nc1c(C(=O)N2CCOCC2)sc2nc3c(cc12)COC(C)(C)C3,-2,2,0,0.2,5,100,0,0,99
COc1ccc(CNC(=O)c2cc(=O)c3cc(C)ccc3o2)cc1,-9,-15,0,-1.2,3,98,1,-17,100
COc1cccc(C2NC(=S)NC3=C2CCc2ccccc23)c1 (centres undefined),3,-27,1,0.1,-6,94,-1,-7,92
c1ccc(-n2nnnc2OCCOc2nnnn2-c2ccccc2)cc1,-4,6,0,-0.2,6,104,1,-2,101
O=C(Cc1ccccc1Cl)N1CCOCC1,1,2,-1,1.2,11,103,2,-6,100
COc1ccc(NC(=O)[C@@H](NC(=O)c2ccccc2F)C(C)C)cc1S(=O)(=O)N1CCOCC1,-1,1,-1,-2.4,15,104,-2,-23,93
COc1ccc(C2=CC(=O)CC(c3ccc(OC)cc3)C2)cc1 (centres undefined),-3,-15,5,3.2,-4,106,-3,-16,103
Cc1ccc2cc(C#N)c(N3CCN(C(=O)c4cccs4)CC3)nc2c1,-12,9,3,-0.6,14,101,-5,-27,96
Cc1ccc2[nH]c(CNC(=O)C3CCCCC3)cc2c1,-10,-13,-1,0.3,-4,98,25,-7,93
Cc1sc2ccccc2[n+]1CCC(C)S(=O)(=O)[O-] (centres undefined),-4,-33,7,-3.0,31,107,7,-25,107
Cc1cccc(Cn2c(C)c(C)c3cc(C(=O)NCCN4CCOCC4)ccc32)c1,0,5,2,-1.7,14,101,-29,8,113
COCCCN1C(=O)c2ccc(C(=O)OCC(=O)N(C)c3ccccc3)cc2C1=O,.,31,0,0.1,20,106,-14,-15,102
CC(C)(C)c1cc(/C=C2\NC(=O)NC2=O)cc(C(C)(C)C)c1O,-8,-11,2,0.1,-11,101,0,-28,99
O=C(Nc1ccc(Cl)cc1Cl)C1CCC(=O)N1Cc1ccccc1Cl (centres undefined),2,-5,4,-2.9,-22,104,9,-16,101
COC(=O)c1ccc(NC(CC(C)C)C(=O)OC)c([N+](=O)[O-])c1 (centres undefined),4,15,-1,0.4,-19,104,14,-11,106
Cc1ccc(OCc2cc(C(=O)N3CCCC3)no2)cn1,-1,4,11,-0.9,20,114,14,-19,117
Cc1ccc(NC(=O)C(C)NC(=O)OCc2ccccc2)cc1C (centres undefined),-2,7,0,-3.0,-7,100,1,-16,96
Cc1c(NC(=O)c2ccc(Cl)c(S(=O)(=O)N3CCCCC3)c2)c(=O)n(-c2ccccc2)n1C,-3,4,7,-2.4,-6,106,-2,-29,108
C=Cn1ccnc1P(=S)(c1ccc2c(c1)c1ccccc1n2CC)c1nccn1C=C,-5,-8,-14,4.7,7,82,0,-4,83
COCCCNC(=O)c1c(N)n(-c2ccccc2)c2nc3ccccc3nc12,-6,3,-8,-0.1,54,97,-1,-28,97

# (cont.)
SMILES,GalR3 antagonist,CRFBP-R2 block,MEKK2 mut-MEK5,CRFR2-BP ag,SUMO HTRF inh,MEKK3 PB1 HTS,NS3 helicase inh,FID counter,MEKK2wt PB1 HTS
CC(C)C(c1nnnn1Cc1ccccc1)N(CCCO)Cc1cc2cc3c(cc2[nH]c1=O)OCO3 (centres undefined),-3,2,3,3.7,28,101,-6,-13,99
COc1ccccc1-c1ccc(Nc2ccc(C(=O)N3CCOCC3)cc2)nn1,-1,-3,3,-0.1,24,87,-3,-28,96
O=C(O)[C@@H]1CCCN1c1ncnc2sc3c(c12)CCC3,2,-7,-3,-0.6,12,93,2,0,89
CC(=O)Nc1ccc(S(=O)(=O)NCCSCc2cccc(Cl)c2)cc1,2,10,0,-1.5,-10,127,-16,-5,103
O=C(N/N=C/c1ccc(OCc2ccccc2)cc1)c1ccco1,-5,-10,-10,0.7,12,93,-1,-23,99
CCCNC(=S)NNC(=O)c1cccs1,-7,31,7,-0.2,10,98,4,-6,103
O=C(CCn1c(=O)[nH]c2ccsc2c1=O)NCc1ccc(F)cc1,-3,4,-2,-0.1,1,105,3,5,104
CSc1ccc(/C=N/n2c(COc3ccccc3)n[nH]c2=S)cc1,-9,7,10,-0.2,-17,108,28,-28,105
O=C(O)C1CCCCC1C(=O)NCCCN1CCOCC1 (centres undefined),-3,-11,-10,0.4,-13,92,1,1,97
COc1ccc(C2=NOC(C(=O)NCc3ccccn3)C2)cc1 (centres undefined),-4,8,1,-2.0,5,101,-11,-1,97
CN1CCN(CCCNC(=O)c2ccc3c(Cl)c4c(nc3c2)CCCC4)CC1,-9,4,2,0.7,10,101,-8,19,110
Cc1cc(NC(=O)c2cccs2)ncc1NC(=O)C(C)C,-5,16,13,5.7,1,103,5,0,112
CC1(C)CC(n2c(NCCO)nc3c(c2=O)C2(CCCC2)Cc2ccccc2-3)CCO1 (centres undefined),-2,-73,2,-0.6,-2,99,-19,-24,97
CS(=O)(=O)Cc1cc(N2CCCC2)nc(-c2ccccc2)n1,-5,-23,-1,0.2,2,101,-1,-10,101
CCOC(=O)C1CCCN(C(=O)CCCOc2cc(=O)n(C)c3ccccc23)C1 (centres undefined),3,9,-2,0.5,-22,101,-8,-22,97
Cc1ccc(/C=C/S(=O)(=O)NCC(=O)O)cc1,-3,6,-4,0.5,-2,93,-4,6,95
Cc1cc(Cl)ccc1OCC(=O)NNC(=O)c1cccs1,-2,-1,10,0.0,-4,107,11,-16,108
COc1ccc(Cl)cc1NC(=S)N1CCN(c2ccccn2)CC1,-2,0,8,1.3,32,110,2,-9,111
CC1=NN(c2ccc(C)c(C)c2)C(=O)/C1=C/c1ccc2c(c1)n(C)c(=O)n2C,-4,6,0,-0.2,85*,107,3,-5,104
